NOD2 RIPK2 PPI: NOD2-RIPK2 protein interaction inhibition | inhibition, % at 4.98 µM | hit rate 0.38% among 360,000 | CHO BLA complementation NOD2-RIPK2, CCF4 ratio | O43353 | AID 624267; in the data active = inhibition above about 21%;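 note: 0% = vehicle only and 100% = reference blocker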
ABCB6 inh 2: human ABCB6 transporter inhibition. hit rate 0.19% among 360,000. K562-ABCB6 porphyrin accumulation, flow cytometry, 1 h; active compounds read low. Q9NP58. fluorescence ratio to DMSO, % at 10 µM. AID 602162;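 active = fluorescence ratio to DMSO below 75%, the collection mean minus 3 SD; inconclusive = too few cells collected in the well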;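 note: signal is porphyrin accumulated inside mitochondria; 100% equals median channel fluorescence of DMSO control wells; lower ratio means ABCB6 inhibition with less porphyrin fluorescence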
Target sequence (Q9NP58 whole entry, looked up): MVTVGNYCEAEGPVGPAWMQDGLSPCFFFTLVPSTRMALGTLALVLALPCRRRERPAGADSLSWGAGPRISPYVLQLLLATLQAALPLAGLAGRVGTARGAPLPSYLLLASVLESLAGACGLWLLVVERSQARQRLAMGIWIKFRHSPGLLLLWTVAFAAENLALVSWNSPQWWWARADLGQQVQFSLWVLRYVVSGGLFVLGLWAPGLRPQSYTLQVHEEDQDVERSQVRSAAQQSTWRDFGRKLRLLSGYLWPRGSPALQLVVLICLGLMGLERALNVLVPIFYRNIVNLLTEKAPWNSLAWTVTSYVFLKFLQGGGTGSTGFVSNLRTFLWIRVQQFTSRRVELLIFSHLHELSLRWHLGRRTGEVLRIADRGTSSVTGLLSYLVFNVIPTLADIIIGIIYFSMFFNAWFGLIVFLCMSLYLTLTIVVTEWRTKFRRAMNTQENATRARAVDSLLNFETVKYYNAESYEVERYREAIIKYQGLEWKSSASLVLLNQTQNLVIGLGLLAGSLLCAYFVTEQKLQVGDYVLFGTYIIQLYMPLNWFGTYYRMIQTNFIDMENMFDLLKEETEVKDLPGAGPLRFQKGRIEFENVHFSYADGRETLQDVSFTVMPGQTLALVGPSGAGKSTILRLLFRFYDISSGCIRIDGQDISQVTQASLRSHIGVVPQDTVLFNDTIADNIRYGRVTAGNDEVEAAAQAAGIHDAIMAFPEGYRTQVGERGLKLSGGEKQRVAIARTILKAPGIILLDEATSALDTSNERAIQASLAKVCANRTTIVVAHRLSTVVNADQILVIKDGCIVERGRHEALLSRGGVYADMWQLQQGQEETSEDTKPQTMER
Exocytosis inh: blocks lytic granule exocytosis. TALL-104 LAMP-1 surface exposure, flow cytometry; cells stimulated with thapsigargin and PMA. hit rate 0.66% among 360,000. inhibition, % at 10 µM;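 active = inhibition above about 55%, limit read from the data; inconclusive = no clear call, values can overlap the other calls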
aDG glyco act: alpha-DG glycosylation activation; Pro5-aDG cells, alpha-DG glycosylation AlphaScreen (IIH6); 0% Pro5, 100% B10-LARGE cell signal; activation, % at 10 µM; hit rate 0.22% among 360,000;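 active = activation of at least 8% versus controls, or a plate z-score of at least 8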;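 note: Pro5 are CHO cells carrying HIG-tagged alpha-DG that lacks glycosylation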
N-glyco inh: N-linked glycosylation inhibition; hit rate 0.23% among 360,000; reporter increase, % at 12.5 µM; D54 ERlucT glycosylation luciferase reporter, 24 h; percent of 100 nM tunicamycin response;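 active = mean luciferase reporter signal, scaled so untreated is 0 and the glycosylation-blocking control 100, at or above a set limit in every replicate; inconclusive = mean reaches the limit but not every replicate does; inactive = mean below the limit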;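 note: luciferase carries N-glycosylation sites so blocking glycosylation raises the light; 0% = median of neutral control wells and 100% = median of 100 nM tunicamycin wells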
TLR9-MyD88 inh: TLR9-MyD88 interaction inhibition; hit rate 0.21% among 340,000; AID 504734; inhibition, % at 4.98 µM; Q9NR96+Q99836; CHO BLA complementation TLR9-MyD88, CCF4 FRET ratio;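 active = inhibition above the mean over all tested compounds plus 3 SD, cut at about 21% in these data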;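 note: 0% = DMSO only wells and 100% = clavulanate BLA inhibitor control wells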
MC4R antagonist: blocks human MC4R cAMP signaling | inhibition, % at 6.5 µM | P32245 | hit rate 0.48% among 360,000 | AID 540295 | MC4R-expressing cells, MTII-stimulated cAMP, LANCE TR-FRET;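 active = inhibition above its plate's cutoff, the mean of tested wells on that plate plus 3 SD, cut at about 29% in these data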;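 note: 0% = Melanotan II alone and 100% = Melanotan II plus saturating MCL0020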
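Material: U2OS-MC4R stable cell line | Reagent: Melanotan II challenge after compound preincubation | Doses: One concentration, 6.5 µM nominal | Incubation: 30-min compound preincubation, 1-h Melanotan II challenge, 1-h detection, room temperature | Signal: TR-FRET cAMP assay | Replicates: One well per compound, no replicates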
Vif imaging: blocks HIV Vif function; HEK293T cells, Vif self-association by quenched fluorescence, imaging, 24 h; inhibition, % at 7.49 µM; AID 602346; hit rate 0.35% among 340,000; in the data active = inhibition above about 50%, passing the limit was not always enough; inconclusive = no clear call, values can overlap the other calls; inactive = below about 31%; note: some results filed as inactive read as strong as hits
ABHD5 PLIN5 PPI: blocks binding of human ABHD5 to perilipin-5; Q00G26+Q8WTS1; Split G. princeps luciferase complementation, luminescence, 4 h; inhibition, % at 4 µM; hit rate 0.78% among 360,000; AID 602281;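 active = inhibition above the mean inhibition across every tested compound plus 3 SD, cut at about 22% in these data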;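 note: 0% = DMSO only wells and the 100% control is not disclosed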
MC4R ag barr: activates human MC4R beta-arrestin recruitment; AID 540308; hit rate 0.98% among 360,000; activation, % at 8.9 µM; U2OS MC4R beta-arrestin complementation, luminescence; percent of melanotan II response, DMSO zero; P32245;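 active = activation above a per-plate cutoff, the mean activation of sample wells on that plate plus 3 SD, cut at about 8% in these data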
* hit, by the source's call; ? = inconclusive; . = not tested or not shown. The list is partial, so the mix of outcomes need not match the whole.

SMILES | NOD2 RIPK2 PPI | ABCB6 inh 2 | Exocytosis inh | aDG glyco act | N-glyco inh | TLR9-MyD88 inh | MC4R antagonist | Vif imaging | ABHD5 PLIN5 PPI | MC4R ag barr
Cc1nc(Nc2ccccc2C)c2cnn(C)c2n1 | -14.4 | 99.0 | 20.8 | 0.1 | -2.8 | 2.2 | 1.8 | 7.8 | 4.4 | 0.6
CN(C)c1ccc(/C=N/NC(=O)CNC(=O)/C=C/c2ccccc2)cc1 | 1.9 | 100.0 | -1.1 | -0.1 | 1.5 | 0.1 | -3.4 | -3.7 | 0.5 | -2.2
O=P(CCO)(c1ccccc1)c1ccccc1 | 6.4 | 98.0 | -0.9 | -0.3 | -0.1 | -5.0 | -6.8 | -1.1 | 2.2 | -1.6
C[C@@H]1CN([C@@H](C)CO)C(=O)CCCn2nncc2CO[C@H]1CN(C)C(=O)Nc1ccc2c(c1)OCO2 | 3.6 | 105.0 | 3.3 | -0.3 | -0.1 | 4.0 | 7.3 | 3.4 | -2.3 | -1.5
COc1ccc2cc(CN(Cc3ccco3)C(=S)NCC3CCCO3)c(=O)[nH]c2c1 (configuration not stated) | 10.4 | 97.0 | -6.6 | 0.1 | 7.8 | -6.5 | 0.6 | -0.8 | 5.1 | -0.7
COc1ccc(S(=O)(=O)N2CCOCC2)cc1NC(=O)CCOc1ccc(C(C)(C)C)cc1 | 0.8 | 105.0 | 1.6 | 1.6 | -1.4 | -9.7 | 7.7 | -9.1 | 3.2 | 0.7
COc1ccccc1NC(=S)N1CCC(NC(=O)NC23CC4CC(CC(C4)C2)C3)CC1 | -9.8 | 101.0 | -1.5 | 0.3 | -5.0 | -12.9 | 34.3* | 0.3 | 4.6 | -0.1
O=C(NC(=S)N1CCN(Cc2ccccc2)CC1)c1cccnc1 | 3.6 | 95.0 | -4.6 | -0.2 | 1.5 | -2.9 | 7.9 | 21.9 | -0.8 | -2.7
COc1ccccc1N(CC(=O)N1CCC(C(N)=O)CC1)S(=O)(=O)c1ccccc1 | -14.8 | 102.0 | -13.7 | 0.0 | 2.6 | -1.6 | 8.3 | 5.2 | 6.2 | -0.5
O=C(Cc1ccc([N+](=O)[O-])cc1)NCc1cccnc1 | 4.4 | 97.0 | -5.2 | 0.1 | 1.7 | 2.7 | -1.1 | 2.9 | -16.7 | -1.4
COc1ccc(N2C(=O)C3C(C2=O)C2C=CC3C23CC3)c(OC)c1 (configuration not stated) | 1.8 | 138.0 | -1.0 | -0.2 | 0.3 | -7.8 | 2.9 | 2.0 | -4.0 | -2.6
CSc1cccc(CN2CCN(CCC(C)C)C(CCO)C2)c1 (configuration not stated) | 4.2 | 91.0 | 1.2 | 0.0 | 1.9 | 3.1 | 5.1 | -1.6 | 0.2 | -0.6
FC(F)(F)c1ccccc1Cc1c(-c2cccc(Cl)c2)nc2ccc(Br)cn12 | 6.4 | 134.0 | -1.5 | 0.0 | -4.1 | . | . | . | -8.0 | .
O=C(/C=C/c1ccc(F)cc1)N1CCN(Cc2ccccc2)CC1 | -27.9 | 94.0 | 3.2 | 0.0 | -1.1 | . | 19.0 | 0.9 | -7.1 | 0.6
Cc1cccc(OCc2nnc(N)s2)c1 | -0.7 | 96.0 | 0.2 | -0.4 | 2.5 | -5.0 | 9.2 | 19.3 | -1.2 | 0.2
CC(C)(C)NC(=O)C(C1CC1)n1c(-c2ccccc2)nc2ccccc21 (configuration not stated) | 2.3 | . | 7.1 | -0.2 | . | . | . | . | -5.8 | .
CC(C)CNC(=O)CC(=O)N/N=C/c1ccc(Br)cc1 | -7.0 | 100.0 | -1.9 | -0.1 | 0.6 | -2.8 | -1.9 | 2.2 | 2.3 | -0.3
[N-]=[N+]=NC[C@H](Cc1ccccc1)N1CC[C@@H](OCc2ccccc2)CCC1=O | 3.4 | 89.0 | -0.2 | -0.1 | -0.1 | -7.5 | 5.9 | . | -1.8 | -0.3
COc1ccc(N2CCN(c3ncnc4scc(-c5ccc(C)cc5)c34)CC2)cc1 | -6.3 | 91.0 | 80.4* | -0.1 | -8.2 | -0.9 | 10.5 | -6.3 | -3.2 | -0.7
Cc1cccc(N(CC(=O)NC2CCCC2)C(=O)CCC(=O)Nc2ccccn2)c1 | -1.4 | 98.0 | ? | 0.0 | 3.0 | 5.6 | 1.3 | 16.0 | -0.1 | -0.8
Cc1nn(CC(C)C)c2sc(C(=O)NC3CC(C)(C)NC(C)(C)C3)cc12 | 0.5 | 99.0 | 1.8 | 0.0 | -1.1 | -0.4 | -10.6 | 12.1 | 3.4 | -1.9
Cc1ccccc1NS(=O)(=O)c1ccc(C(=O)N2CCC2)cc1 | 7.2 | 97.0 | 8.4 | -0.2 | -2.4 | -9.9 | 8.5 | 0.0 | 0.1 | -4.6
COc1ccccc1/C=C/C(=O)OCC(=O)NC1CCCCCC1 | 1.3 | 99.0 | 3.1 | -0.2 | -1.0 | 22.6* | 0.0 | 28.3 | -4.2 | -1.2
CC(C)(C)C(=O)COc1ccccc1[N+](=O)[O-] | -5.5 | 95.0 | 0.0 | 0.5 | -1.1 | 2.3 | -4.0 | 4.2 | 7.4 | -0.7
C/C(NCCc1ccccc1)=C1/CCOC1=O | 1.4 | 90.0 | 2.7 | -0.3 | 0.4 | -2.8 | 9.1 | -7.4 | -8.5 | 0.7
COc1ccc(CNc2ncnc3cc(OC)c(OC)cc23)cc1OC | -1.7 | 98.0 | -0.4 | -0.1 | 7.1 | 9.6 | 7.0 | -9.4 | 1.0 | -2.5
CCCCOC(=O)c1ccc(O)cc1 | 10.4 | 101.0 | 10.8 | -0.2 | 0.6 | 1.9 | 2.3 | -2.1 | -1.8 | -0.7
CCCCn1c(-c2ccccc2)nnc1-c1ccccc1 | -8.5 | 98.0 | -2.4 | -0.3 | 0.9 | -0.6 | 10.9 | 0.6 | 0.5 | -1.4
COc1ccc(C2=[N+]([O-])C(C)(C)C(c3ccccc3)=N2)cc1 | 6.0 | 98.0 | 1.8 | 0.0 | -0.7 | -4.2 | -7.7 | 0.1 | 3.8 | -4.2
CC1CCN(C(C)C(=O)Nc2cc(S(=O)(=O)N3CCCCC3)ccc2Cl)CC1 (configuration not stated) | 4.0 | 96.0 | 3.8 | 0.4 | -5.4 | 2.6 | 3.9 | -0.5 | -4.0 | -1.0
Cc1ccccc1NC(=O)Cn1c(=O)oc2ccccc21 | 10.2 | 131.0 | 0.9 | 0.3 | 1.5 | 3.5 | -0.6 | -0.2 | 10.7 | 2.1
COc1cc(/C=C/C(=O)OCC(=O)NC(=O)NC(C)(C)C)ccc1O | -9.0 | 104.0 | -0.6 | -0.1 | -0.6 | 2.1 | 2.4 | 4.7 | -1.1 | 4.1
CCOC(=O)C1=C(COC(=O)CCOc2ccc(OCC)cc2)NC(=O)NC1C (configuration not stated) | 5.5 | 102.0 | -1.9 | 0.1 | 1.7 | -15.5 | 12.0 | 3.8 | 6.4 | 0.1
Cc1cc(C)n(-c2ccc(Cl)c(C(=O)OCC(=O)N3CCCCC3C)n2)n1 (configuration not stated) | -1.0 | 100.0 | -11.9 | -0.1 | 0.3 | 6.7 | 17.8 | -1.8 | 2.2 | -0.6
CCCNC(=O)C(Cc1ccccc1)NS(=O)(=O)c1cccc2nsnc12 (configuration not stated) | -3.6 | 93.0 | -0.1 | -0.2 | 0.2 | 2.0 | -0.1 | 2.9 | -0.5 | -0.9
CS(=O)(=O)N1CCCC(C(=O)Nc2ccccc2Cl)C1 (configuration not stated) | -6.2 | 103.0 | -3.3 | 0.0 | 3.3 | -8.9 | 9.4 | -0.9 | -10.1 | 1.2
CCCCNC(=S)N/N=C/c1ccc(OCC(=O)Nc2c(C)cc(C)cc2C)c(OC)c1 | -8.5 | 94.0 | -3.7 | 0.0 | 0.0 | -8.2 | 1.7 | 3.3 | -2.7 | 5.7
CCCNC(=O)C1CC(c2cccc(F)c2)=NO1 (configuration not stated) | -3.5 | 97.0 | -5.5 | 0.8 | 5.5 | 1.3 | 8.1 | 3.6 | -3.4 | 0.2
CC(C)c1ccc(N2CC(C)(C)C2=O)cc1 | -9.2 | 99.0 | -0.2 | -0.4 | 1.2 | 3.8 | 5.6 | -4.7 | -0.7 | -1.1
CCCCn1c(N)c(N(CC(C)C)C(=O)CSc2nn(-c3ccc(F)cc3)c(=S)s2)c(=O)[nH]c1=O | 6.7 | 100.0 | -4.9 | 0.1 | -3.2 | -5.6 | 14.2 | -5.0 | -3.2 | -0.8
O=C(Nc1nsc(-c2ccccc2)n1)c1cccs1 | -9.6 | 94.0 | -1.9 | -0.2 | -13.8 | -5.2 | -2.3 | 3.6 | -7.6 | -1.2
CCOC(=O)C1=C(C)NC(=O)NC1c1ccccc1Cl (configuration not stated) | -5.0 | 99.0 | -2.1 | 0.1 | 4.5 | 6.0 | 1.7 | -2.9 | -3.6 | -1.8
C=CCSc1nnc(NC(=O)Cn2cnc3c2c(=O)n(C)c(=O)n3C)s1 | -6.0 | 96.0 | -1.6 | -0.1 | 0.6 | 0.3 | 25.7 | 12.1 | 0.7 | 0.0
COc1ccccc1CC(NC(C)=O)C(=O)NC1CCN(C(=O)Nc2ccc(F)cc2)CC1 (configuration not stated) | -3.5 | 99.0 | 3.9 | -0.1 | -1.5 | -2.1 | -1.0 | -9.9 | 0.4 | -2.9
COc1ccccc1N1CCN(C(=O)C2CCN(S(=O)(=O)c3ccccc3F)CC2)CC1 | -11.7 | 87.0 | -2.4 | 0.0 | -3.0 | 10.0 | 2.8 | 5.1 | 1.5 | 0.6
CCN1CC(CN(C)Cc2nc(-c3ccc(Cl)cc3)no2)CC1=O (configuration not stated) | -0.5 | 97.0 | -2.5 | 0.2 | -1.8 | 7.5 | 15.0 | 10.7 | 2.6 | -0.2
Cc1cc(=O)oc2c(C)c(OC(=O)c3ccco3)ccc12 | -9.0 | 94.0 | -0.5 | -0.5 | -3.4 | -7.5 | -3.6 | 18.1 | -8.4 | -2.6
COc1ccc(C(C(=O)NC2CCCC2)N(C(=O)c2ccoc2C)c2ccccc2)cc1 (configuration not stated) | -8.2 | 100.0 | -0.6 | -0.3 | -2.8 | -4.0 | -2.0 | -16.4 | -3.5 | -0.8
Cc1cccn2c(=O)c3cc(C(=O)NCCC4=CCCCC4)n(C)c3nc12 | -10.2 | 101.0 | 2.1 | -0.3 | 4.5 | 7.8 | -0.1 | 2.4 | -7.0 | -2.8

Part of the list above, set out differently.
COc1ccc(C(C(=O)NC2CCCC2)N(C(=O)c2ccoc2C)c2ccccc2)cc1 (configuration not stated)
  NOD2 RIPK2 PPI: -8.2; ABCB6 inh 2: 100.0; Exocytosis inh: -0.6; aDG glyco act: -0.3; N-glyco inh: -2.8; TLR9-MyD88 inh: -4.0; MC4R antagonist: -2.0; Vif imaging: -16.4; ABHD5 PLIN5 PPI: -3.5; MC4R ag barr: -0.8
O=C(Nc1nsc(-c2ccccc2)n1)c1cccs1
  NOD2 RIPK2 PPI: -9.6; ABCB6 inh 2: 94.0; Exocytosis inh: -1.9; aDG glyco act: -0.2; N-glyco inh: -13.8; TLR9-MyD88 inh: -5.2; MC4R antagonist: -2.3; Vif imaging: 3.6; ABHD5 PLIN5 PPI: -7.6; MC4R ag barr: -1.2

Screening results: PubChem BioAssay, several laboratories
